# Nrf2 inh – blocks Nrf2 signaling; A549 ARE-Fluc reporter, luciferase luminescence, 18-24 h; AID 504444; 360,000 tested, 2.1% active; Potency, µM (series often up to 46 µM), without a hit: top-dose activity change, negative = inhibition, usual class: inhibitors; also: % is scaled to controls: 0 for no effect and ±100 for the full control effect; nearly all actives have a fitted effect of over 60% in size
#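 Quantitative HTS in A549 cells stably bearing an antioxidant response element-firefly luciferase construct. Inhibition of Nrf2-driven transcription was scored by luminescence after 18-24 h of compound exposure at 37 °C.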
# ATXN2 expr inh – ATXN2 expression inhibition | HEK-293 ATXN2-luciferase reporter, luminescence, 24 h | Potency, µM (series often up to 57 µM), inactives show at the highest dose activity change, negative = inhibition, hits mostly inhibitors | 360,000 tested, 0.72% active; also: % is scaled to controls: 0 for no effect and ±100 for the full control effect; nearly all actives have a fitted effect of over 55% in size
#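 qHTS (up to 57 uM final) was run with 24 h compound exposure of reporter cells at 37 °C. Each well was multiplexed: SteadyGlo luminescence measured ATXN2-luciferase expression after a fluorogenic Gly-Phe-AFC viability readout (25 uM final).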
# TGFb SMAD3 inh – blocks TGF-b signaling | HepG2 CAGA-GFP TGF-b/SMAD3 reporter, GFP fluorescence, 18 h; TGF-beta stimulated, 500 pg/mL final | Potency, µM (top dose mostly 46.1 µM), inactives show top-dose activity, negative = inhibition, most hits filed as inhibitors | 410,000 tested, 1.2% active; also: % is scaled to controls: 0 for no effect and ±100 for the full control effect; nearly all actives have a fitted effect of over 65% in size
#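 Smad-responsive CAGA-GFP expression was quantified in HEPG2 cells exposed to compounds and 500 pg/mL final TGF-beta for 18 h at 37 degrees C; unstimulated wells defined full inhibition.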
# A549 viability – kills or reduces viability of A549 cells in Nrf2 counter-screen; Potency, µM (highest dose often 46 µM), for inactives: at the highest dose activity change, negative = cytotoxicity, usual class: inhibitors; 390,000 tested, 0.16% active; AID 504648; A549 ARE-Fluc cells, CellTiter-Fluor viability, 18-24 h; also: % is scaled to controls: 0 for no effect and ±100 for the full control effect
#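 A549 ARE-Fluc cells in 5% FBS OPTI-MEM, 5000 cells/well, rested 2 h then exposed to compounds in concentration-response for 18-24 h at 37 °C. Viability by CellTiter-Fluor fluorescence (Ex 405/Em 525) after 30 min; luciferase luminescence (BugLite, 15 min, RT) read afterwards.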
# Nrf2 ARE act – activates Nrf2 signaling; AREc32 ARE-luciferase reporter (MCF7-derived line), luminescence, 24 h; 410,000 tested, 0.31% active; Potency, µM (titrated, usually from 46.1 µM), inactives show top-dose activation, most hits filed as activators; AID 624171; also: % of control where 0% means no effect; nearly all actives have a fitted effect of over 65% in size
#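 AREc32 cells carrying an ARE-driven firefly luciferase reporter were seeded at 1000 cells/well in OPTI-MEM with 5% FBS, then exposed to compound for 24 hr at 37 deg C. Luminescence was read with Steady-Glo after 30 min at RT.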
# MCF10A rereplic – inducers of DNA re-replication in MCF 10A breast cells; Potency, µM (titrated, usually from 46.1 µM), without a hit: at the highest dose activity, positive = re-replication, most hits filed as activators; MCF 10A DNA re-replication, Hoechst nuclear intensity, 48 h; 350,000 tested, 2.9% active; also: % of control where 0% means no effect; nearly all actives have a fitted effect of over 50% in size
# EPAC2 antagonist – EPAC2 (human) antagonism; Q8WZA2; 360,000 tested, 0.18% active; EPAC2 GEF exchange of Rap1B-BODIPY-GDP, fluorescence; Potency, µM (doses to about 114 µM), for the others: top-dose activity, negative = inhibition, actives largely listed as inhibitors; also: % is scaled to controls: 0 for no effect and ±100 for the full control effect; nearly all actives have a fitted effect of over 45% in size; many of its hits are not listed in these tables
# Target sequence (Q8WZA2 whole entry, looked up): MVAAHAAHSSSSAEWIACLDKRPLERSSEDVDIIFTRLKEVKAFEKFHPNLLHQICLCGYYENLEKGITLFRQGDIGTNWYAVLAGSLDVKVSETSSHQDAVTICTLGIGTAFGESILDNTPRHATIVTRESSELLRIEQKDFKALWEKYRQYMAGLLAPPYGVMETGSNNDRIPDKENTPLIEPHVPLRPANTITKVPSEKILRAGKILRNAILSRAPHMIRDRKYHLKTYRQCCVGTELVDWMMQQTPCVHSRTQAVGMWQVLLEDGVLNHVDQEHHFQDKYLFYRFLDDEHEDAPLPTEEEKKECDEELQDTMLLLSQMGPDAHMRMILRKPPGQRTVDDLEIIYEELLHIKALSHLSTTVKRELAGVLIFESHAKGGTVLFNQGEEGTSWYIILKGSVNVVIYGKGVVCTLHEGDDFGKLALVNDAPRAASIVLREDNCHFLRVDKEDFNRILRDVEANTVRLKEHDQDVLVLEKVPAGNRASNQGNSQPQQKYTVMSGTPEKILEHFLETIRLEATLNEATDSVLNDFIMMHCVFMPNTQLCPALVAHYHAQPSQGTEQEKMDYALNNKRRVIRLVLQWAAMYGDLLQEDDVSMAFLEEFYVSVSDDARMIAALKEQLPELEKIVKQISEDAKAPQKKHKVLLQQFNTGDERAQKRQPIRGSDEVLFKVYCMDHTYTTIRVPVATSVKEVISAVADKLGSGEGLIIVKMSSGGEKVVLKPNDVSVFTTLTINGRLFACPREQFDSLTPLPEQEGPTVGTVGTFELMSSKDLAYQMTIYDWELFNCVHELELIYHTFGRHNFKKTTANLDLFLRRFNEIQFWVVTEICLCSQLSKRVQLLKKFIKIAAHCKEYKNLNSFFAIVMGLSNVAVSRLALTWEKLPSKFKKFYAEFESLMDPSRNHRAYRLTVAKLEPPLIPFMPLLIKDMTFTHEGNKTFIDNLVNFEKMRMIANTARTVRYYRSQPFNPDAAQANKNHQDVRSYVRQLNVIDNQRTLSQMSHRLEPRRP
# ATXN viability – reduces viability in counter-screen for ATXN expression inhibitors | S2 cells (HEK-293 line with an ATXN2-luciferase reporter) viability, CellTiter-Fluor protease fluorescence, 24 h | Potency, µM (titrated, usually from 56.7 µM), most hits filed as cytotoxic | 400,000 tested, 0.49% active; also: nearly all actives have a fitted effect of over 40% in size
# HepG2 viability – counter-screen for TGF-b inhibitors: cytotoxicity in HepG2 cells; HepG2 CAGA-GFP viability, ATP luminescence, 18 h; Potency, µM (top dose mostly 46.1 µM), for the others: at the highest dose activity change, negative = cytotoxicity, most hits filed as cytotoxic; 410,000 tested, 0.76% active; also: some results filed as inactive show a strong effect at the top dose
#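 CellTiter-Glo luminescence gave cytotoxicity after 18 hours at 37 degrees C. The cells were HepG2 CAGA-GFP in 1% FBS DMEM, stimulated with 500 pg/mL TGF-beta after compound addition. %Activity was normalised to no-cell wells (complete cell-killing) and DMSO (no toxicity), and curves were fitted and classified.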
# The depositor's hits bear a star; i = inactive; u = inconclusive; x = no result given; [ ] = dose if it differs, or a comment. Calls follow the shape of the dose curve; as a rule, active = well fitted curve in the direction sought with a large enough effect; inconclusive = small, poorly fitted or top-dose-only effect, or another doubt; inactive = no such curve, though single readings can be large; an effect the other way counts as inactive or inconclusive. Potency is read from the fitted curve at half-maximal effect. This is a subset; rates above refer to the full screens.
# Values run as follows: Nrf2 inh, ATXN2 expr inh, TGFb SMAD3 inh, A549 viability, Nrf2 ARE act, MCF10A rereplic, EPAC2 antagonist, ATXN viability, HepG2 viability
C/C(=N\NC(=S)Nc1ccc(C(C)C)cc1)c1ccc2c(c1)OCO2
  -19%, 7%, 25%, -12%, 4.7%, 14%, -2%, i, -1%
Cc1nn(-c2nc(-c3ccco3)cc(C(F)(F)F)n2)c(C)c1Br
  10%, -2%, 6%, -1%, 19%, 0%, -3%, i, 0%
COc1ccccc1OCCn1cc(C(=O)C(C)C)c2ccccc21
  -15%, -18%, -1%, 6%, -1.1%[9.22 µM], 0%, -2%, i, -6%
CCOc1ccc(-c2cc(C(=O)NCc3ccc(OC)cc3)c3c(-c4ccc(F)cc4)[nH]nc3n2)cc1
  x, 4%, 2%, 2%, -0.8%, x, x, i, -13%
Nc1ccn([C@@H]2O[C@H](CNCc3cccc(OC4CCCC4)c3)[C@@H](O)[C@H]2O)c(=O)n1
  x, 6%, -2%, x, 0.3%, x, 3%, i, 0%
CCC(C)(C)NC(=O)C1CCN(c2nc(C)cc(C)n2)CC1
  -20%, -8%, 0%, 6%, -0.6%, -2%, -1%, i, 7%
CCOC(=O)c1c(C)[nH]c(C)c1S(=O)(=O)N(C)CC(=O)N1CCN(c2ccccc2)CC1
  -24%, 1%, u, -2%, -0.3%, x, x, i, -13%
Cc1cc(OCC(=O)N(Cc2sccc2C)C2CCS(=O)(=O)C2)ccc1Cl (stereo not drawn)
  -12%, x, x, -4%, 5.2%, x, x, x, -55%
Cc1cc(C)cc(NC(=O)CCCN2C(=O)C(c3ccccc3)Oc3cccnc32)c1 (stereo not drawn)
  u, -3%, -5%, u, -0.6%, 11%, -2%, i, -4%
COC(=O)c1ccc(/C=C/C(=O)c2cccc(OC)c2)cc1
  14%, 14%, u, 1%, 18%, u, 3%, i, -61%
CN(C(=O)c1ccc2c(c1)SC1=NS(=O)(=O)CCN12)C(c1ccccc1)c1ccccc1
  -1%, -7%, -40%, -3%, 0.0%[9.22 µM], -5%, 0%, i, -5%
COc1ccc(CNC(=O)C2CCCN(S(=O)(=O)c3ccc4c(c3)C(C)(C)C(=O)N4C)C2)cc1 (stereo not drawn)
  u, 7%, 2%, 1%, 0.0%, 5%, -2%, i, -22%
CC1=Nc2cc(C(=O)NCC3CCCO3)ccc2Sc2ccc(C)cc21 (stereo not drawn)
  17%, x, u, 0%, -0.7%, 2.1µM*, 1%, i, -2%
Cc1cccc(C(=O)NCc2nnc(SCC(=O)NC3=NCCS3)n2C)c1
  1%, -3%, 13%, 1%, -0.8%, -4%, 22%, u, 1%
COC(=O)c1ccc(NS(=O)(=O)c2ccc3c(c2)n(C)c(=O)c(=O)n3C)cc1
  x, 1%, u, -2%, 0.5%, x, x, i, -5%
COc1cccc(C2/C(=C(/O)c3ccc4c(c3)CC(C)O4)C(=O)C(=O)N2c2nnc(C)s2)c1 (stereo not drawn)
  u, 4%, 8%, -19%, 0.7%, 3%, 3%, i, 6%
FC(F)(F)COc1nc(OCC(F)(F)F)nc(N2CCN(c3ccccc3)CC2)n1
  -25%, -12%, 10%, -1%, -0.1%, u, -10%, i, 0%
Cc1cc(NC(=O)c2ccc3c(c2)C(=O)N(C(C)(C)C)C3=O)no1
  -9%, 3%, 3%, 1%, -0.8%, -1%, 1%, i, -9%
CN(Cc1ccccc1)C(=O)c1[nH]cnc1C(=O)N[C@@H](CCCCNC(=O)OC(C)(C)C)C(=O)OC(C)(C)C
  -19%, -29%, 8%, u, -0.4%, 29%, -3%, u, -18%
CCCCC(=O)Nc1cccc(C(=O)N/N=C/c2ccc(OC)cc2OC)c1
  3%, 3%, 0%, 6%, -0.5%, 3%, 0%, i, -5%
Cc1cccc(OCc2nc(C#N)c(NCCN(C)C)o2)c1
  20%, 2%, 2%, 10%, 0.2%, -1%, -4%, i, -9%
Cc1ccc(SCC(=O)Nc2cc(C)on2)cc1
  2%, x, 3%, -1%, -0.5%, -1%, 4%, x, -18%
Nc1cc(-c2nn[nH]n2)ccc1F
  x, 3%, 8%, 1%, -0.2%, u, -5%, i, 1%
O=C1CCc2cc(S(=O)(=O)NCCC(=O)N3CCN(c4cccc(Cl)c4)CC3)ccc2N1
  u, -15%, -11%, -1%, 2.7%, 13%, -12%, i, -19%
C=Cc1ccc(Cn2nc(-c3ccccc3)ccc2=O)cc1
  u, -14%, -20%, -5%, 2.3%, u, 22µM*, i, 1%
Cc1nc2ccc(NC(=O)[C@@H](NC(=O)c3c(F)cccc3F)C(C)C)cc2s1
  5%, -2%, -14%, 2%, 3.6%, 2%, 0%, i, -47%
CC(=O)Nc1ccc(S(=O)(=O)N2CCN(CC(=O)N3CCOCC3)CC2)cc1
  -10%, 10%, -9%, 2%, 0.1%, -2%, 6%, i, 15%
CN(C)S(=O)(=O)c1cccc(NC(=S)N2CCCCC2CO)c1 (stereo not drawn)
  11%, -11%, 9%, -1%, 3.2%, 5%, 13%, i, -2%
COc1ccc(C(=O)Nc2ccc3nc(N4CCCCC4)cc(C)c3c2)c(OC)c1
  0%[9.27 µM], 2%, 3%, -6%, -0.7%, x, x, i, 4%
COc1cc(-c2nc3cnccn3c2Nc2ccc(C)cc2)ccc1O
  16%, 20%, -27%, -15%[1.84 µM], 9.3%, 9%, 2%, u, -35%
CCC(=O)N1CCN(c2nnc(-c3ccccc3)c3ccccc23)CC1
  -8%, 15%, 0%, -3%, -0.4%, -18%, 2%, i, 2%
O=C(CN1CCC(NC(=O)c2ccc(Br)cc2)CC1)NCc1cccs1
  -10%, x, -18%, -4%, -0.1%, u, 1%[57.1 µM], i, 13%
O=C(O)c1cc(O)ccc1O
  10%, -3%, 5%, 0%, 6.5%, -27%, 6%, i, -24%
CCCSc1nnc2n(-c3ccc(OC)cc3)c(=O)c3c4c(sc3n12)COC(C(C)C)C4 (stereo not drawn)
  -15%, -8%, 7%, 2%, -1.2%, x, x, i, 2%
CCOC(=O)C1CCN(S(=O)(=O)c2cn(C)cn2)CC1
  -1%, -3%, 17%, 1%, -0.7%, 1%, 5%, i, 6%
O=C(O)c1ccccc1SC1CC(=O)N(c2ccc3c(c2)OCO3)C1=O (stereo not drawn)
  14%, 0%, -6%, -5%, 5.0%, -10%, 10%, i, 7%
Cc1ccc(S(=O)(=O)N2C=CC(C(F)(F)F)=NCC2)cc1
  -5%, 1%, 1%, 0%, -0.3%, 2%, -13%, i, -1%
O=C(/C=C/c1ccccc1)c1ccc2c(c1)OCO2
  26%, x, u, 8%, u, u, u, i, -75%
Cc1cc(NC(=O)CSCC(=O)OCC(=O)Nc2ccc(OC(F)F)cc2)no1
  1%, -1%, 14%, -1%, -0.2%, -7%, 0%, i, 6%
CSc1ncccc1C(=O)N1CCCC(C(=O)c2ccc3ccccc3c2)C1 (stereo not drawn)
  -22%, -7%, 10%, -5%, 0.3%, -7%, u, i, 2%
Nc1ccn([C@@H]2O[C@H](CN=C3NS(=O)(=O)c4ccccc43)[C@@H](O)[C@H]2O)c(=O)n1
  x, 13%, 13%, x, -0.9%, x, -4%, i, -1%
CCC(C)c1ccccc1NC(=O)C(C)Sc1n[nH]c(N)n1 (stereo not drawn)
  14%, 4%, -1%, 0%, -1.0%, -11%, 17%, i, 5%
CCOc1cc(S(=O)(=O)NC2CCCCC2)ccc1F
  8%, 0%, -20%, -1%, -0.8%, -2%, -2%, u, -17%
O=C(NCCCN1CCOCC1)c1ccc(NC(=O)C2COc3ccccc3O2)cc1 (stereo not drawn)
  12%, -10%, 9%, 0%, -0.4%, -36%[inhibitor], -2%, i, 4%
CC(=O)C1=C(c2ccccc2)NC(=O)NC1c1cccs1 (stereo not drawn)
  2%, -5%, 0%, -1%, -0.7%, u, -3%, i, 0%
CCn1c(SCC(=O)NC2CCS(=O)(=O)C2)nnc1-c1ccccc1 (stereo not drawn)
  13%, -18%, 21%, 2%, -0.2%, -1%, -2%, i, -21%
Cn1cccc1C(=O)NC(=O)COC(=O)CNS(=O)(=O)c1ccc(Br)cc1
  -25%, 0%, -6%, -9%, -0.7%, -3%, -7%, i, -7%
Cc1ccc(NC(=O)CN(C)C(=O)c2cc(C)on2)cc1
  14%, 5%, 20%, -2%, 0.5%, -3%, 13%, i, 10%
COC(=O)C1=C(Nc2ccc(C)cc2)C=C(C)C(C(=O)OC)C1c1ccc(F)cc1 (stereo not drawn)
  u, x, u, -27%, -0.5%, 18%, -7%, x, -18%
COc1ccc(C(=O)NC(=S)Nc2ccc(S(=O)(=O)Nc3cc(C)on3)cc2)cc1OC
  3%, 3%, 11%, 3%, 2.6%, -5%, 1%, i, 14%

# Fetched one by one from the list above (2):
# Values run as follows: Nrf2 inh, ATXN2 expr inh, TGFb SMAD3 inh, A549 viability, Nrf2 ARE act, MCF10A rereplic, EPAC2 antagonist, ATXN viability, HepG2 viability
CCC(C)c1ccccc1NC(=O)C(C)Sc1n[nH]c(N)n1 (stereo not drawn)
  14%, 4%, -1%, 0%, -1.0%, -11%, 17%, i, 5%
Cc1ccc(NC(=O)CN(C)C(=O)c2cc(C)on2)cc1
  14%, 5%, 20%, -2%, 0.5%, -3%, 13%, i, 10%

# Additional results follow.
# Values run as follows: Nrf2 inh, ATXN2 expr inh, TGFb SMAD3 inh, A549 viability, Nrf2 ARE act, MCF10A rereplic, EPAC2 antagonist, ATXN viability, HepG2 viability
CCCC(C)(C)C(=O)N1CCC1(C)C(=O)Nc1ccc(OC)c(OC)c1 (stereo not drawn)
  x, 6%, 4%, x, -0.1%, x, 5%, i, -2%
O=C(COC(=O)c1cccc(F)c1)Nc1ccc2c(c1)OCCO2
  6%, 4%, 0%, 8%, -0.1%, -5%, 1%, i, 2%
CC(C)(C)Oc1ccccc1Nc1nc(NCCO)nc(N2CCCC2)n1
  -9%, -3%, -11%, -8%, 4.1%, 24%, -5%, u, -29%
O=C(C1CCCN(S(=O)(=O)c2ccccc2[N+](=O)[O-])C1)N1CCN(c2ccccc2)CC1 (stereo not drawn)
  u, -9%, -16%, -3%, 2.2%, -11%, -8%, u, 0%
O=c1c2ccccc2c(/C=N/c2n[nH]c(CCCO)n2)c(O)n1-c1ccccc1Cl
  -15%, -26%, -6%, -6%, 2.5%, -9%[9.22 µM], -6%, x, -18%

# Screening data: PubChem BioAssay, National Center for Advancing Translational Sciences (NCATS)
